Screening results as filed in PubChem.
Yeast growth inh – chemicals that inhibit yeast BB579 growth in restrictive medium (lifespan-shortening candidates); inhibition, % at 10 µM; S. cerevisiae BB579 growth, OD615, 48 h; 140,000 tested, 0.51% active;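 active = inhibition above a set limit, 3 SD over the mean compound inhibition, cut at about 44% in these data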; note: inactives centre near -24
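Test system: S. cerevisiae DeaD strain BB579 yeast; Medium: restrictive CSMM-D medium; Compound: one dose, 10 µM compound with 0.25% DMSO; Incubation: 4 h cell preincubation, 48 h compound exposure, 30 °C humidified; Signal: OD at 615 nm; Benchmarks: amphotericin B at 10 µg/mL as positive control.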
Measles CPE – protection of cells from measles virus; Measles virus-infected cells, CPE protection, absorbance; 140,000 tested, 1.5% active; protection (pct of control), % at 4 µM; in the data active = protection mostly above about 24%, no sharp cut-off; inactive = mostly below about 26%; note: some compounds called inactive have numbers as strong as hits
E-sel TNF inh – blocks E-selectin expression induced by TNF alpha. inhibition, % at 2 µM. HUVEC TNFa-induced E-selectin immunofluorescence, high content. 120,000 tested, 0.71% active;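 active = inhibition above the batch mean plus 3 SD, and confirmed as a hit on visual image review, cut at about 43% in these data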;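 note: 0% = TNF-stimulated DMSO wells and 100% = unstimulated control wells; not every result past the cut was called active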
GALR2 blocker – antagonists of human galanin receptor 2 (GALR2); GALR2-expressing cells, antagonist mode; inhibition, % at 4 µM; 140,000 tested, 0.39% active; AID 828; in the data active = inhibition above about 27%;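 note: cells stimulated with galanin 1-16 at roughly its EC80; 0% = agonist challenge control and 100% = basal control without agonist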
Target sequence (O43603 whole entry, looked up): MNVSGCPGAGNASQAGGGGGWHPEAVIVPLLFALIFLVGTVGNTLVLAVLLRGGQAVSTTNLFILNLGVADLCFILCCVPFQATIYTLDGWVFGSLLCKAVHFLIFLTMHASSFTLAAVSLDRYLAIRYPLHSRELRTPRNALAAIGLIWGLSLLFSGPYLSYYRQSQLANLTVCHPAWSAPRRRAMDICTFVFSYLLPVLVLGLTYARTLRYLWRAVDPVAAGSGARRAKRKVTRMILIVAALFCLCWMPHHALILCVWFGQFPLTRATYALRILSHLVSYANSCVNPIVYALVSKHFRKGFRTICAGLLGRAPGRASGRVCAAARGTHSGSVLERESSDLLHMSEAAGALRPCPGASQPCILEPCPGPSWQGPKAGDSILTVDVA
Phagocytosis inh – blocks phagocytosis by macrophages | J774A.1 macrophage IgG-bead phagocytosis, imaging | inhibition, % at 5 µM | 110,000 tested, 0.07% active | AID 1029;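 active = inhibition above the mean of the plate negative controls plus 5 SD, cut at about 13% in these data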;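 note: phagocytic index as fraction of beads internalized from green versus red external bead signal; plate controls were DMSO negative control for no effect and cytochalasin-D positive control for full effect; some results beyond the cut were filed as inactive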
bCat KO growth – beta-catenin-lacking colon tumor cell growth suppression. HCT116 beta-catenin knockout viability, CellTiter-Glo, 60 h; stronger effect = lower value. viability, % at 10 µM. 140,000 tested, 1.5% active;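 active = viability at or under a set limit, the compound median less 4 SD, cut at about 6% in these data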;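 note: 0% = Hyamine 1622 control at 20 µM and 100% = untreated cell control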
NPY Y2 blocker – NPY-Y2 (human) receptor antagonism | P49146 | inhibition, % at 2.7 µM | 140,000 tested, 0.99% active | AID 793 | NPY-Y2 expressing cells, antagonist mode; in the data active = inhibition above about 17%;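 note: 0% = vehicle with agonist challenge and 100% = reference antagonist with challenge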
Target sequence (P49146 whole entry, looked up): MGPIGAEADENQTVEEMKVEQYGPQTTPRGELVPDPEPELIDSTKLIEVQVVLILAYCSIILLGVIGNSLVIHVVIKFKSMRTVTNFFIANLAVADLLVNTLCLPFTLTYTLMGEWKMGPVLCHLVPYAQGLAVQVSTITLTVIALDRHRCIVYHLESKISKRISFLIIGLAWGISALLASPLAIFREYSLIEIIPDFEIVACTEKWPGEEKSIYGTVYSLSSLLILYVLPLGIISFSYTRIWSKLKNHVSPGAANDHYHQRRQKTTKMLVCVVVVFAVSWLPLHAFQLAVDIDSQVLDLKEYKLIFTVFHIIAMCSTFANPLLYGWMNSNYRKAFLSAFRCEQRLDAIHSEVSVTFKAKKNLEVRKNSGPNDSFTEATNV
HCT116 PTEN-null – suppresses growth of cells with PTEN deletion. HCT116 PTEN-null viability, CellTiter-Glo, 60 h; stronger effect = lower value. viability, % at 10 µM. 140,000 tested, 1.2% active. AID 827;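 active = viability at or below a set limit, 4 SD under the median of all tested compounds, cut at about 3.7% in these data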;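 note: PTEN knockout HCT116 line with beta catenin targeted HCT116 as companion control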
Yeast lifespan up – yeast lifespan extension; 130,000 tested, 0.68% active; S. cerevisiae growth with nicotinamide, OD615; deaD strain in restrictive glucose medium; inhibition of the nicotinamide effect, % at 10 µM;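 active = inhibition above a set limit, placed 3 SD over the median of all compounds, cut at about 26% in these data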;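 note: 0% = nicotinamide-treated wells and 100% = cells grown without nicotinamide; some compounds called inactive have numbers as strong as hits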
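Measured by: optical density (absorbance) at 615 nm; System: modified budding yeast, DeaD strain; Medium: restrictive CSMM-D dextrose medium; Timing: 4 h preincubation then 48 h treatment at 30 °C.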
MRP-1 activ – activates MRP-1 | H69AR cells + doxorubicin, viability rescue, CellTiter-Glo | viability increase, % at 10 µM | 140,000 tested, 0.61% active;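 active = viability gain under doxorubicin at or above a set limit, the compound median plus 3 SD, cut at about 4.7% in these data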;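 note: MRP-1 overexpressing cells given doxorubicin 25 µM after compound pretreatment; 18-22 h compound pretreatment then 72 h with doxorubicin before readout; 0% = doxorubicin-only wells and 100% = vehicle-treated cells without doxorubicin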
Starred values were filed as active, the others as inactive; / = no result given.

SMILES	Yeast growth inh	Measles CPE	E-sel TNF inh	GALR2 blocker	Phagocytosis inh	bCat KO growth	NPY Y2 blocker	HCT116 PTEN-null	Yeast lifespan up	MRP-1 activ
Cc1ccc2nc(Cl)c(CN(Cc3cccs3)C(=O)C3CC3)cc2c1	-68	37*	-1	-15	0	57	19*	72	-7	-1.0
Cc1c(C(N)=O)c(-c2ccccc2)nn1-c1ccccc1	-6	18	/	14	-6	108	0	103	0	-1.1
c1ccc(-c2nnc(SCc3nc4ccccc4[nH]3)o2)cc1	-25	5	-26	27*	-1	90	2	77	-27	-4.2
CCCCSCCCNC(=O)Nc1cccc(OC)c1	0	9	12	2	0	105	5	95	-10	-1.4
COC(=O)c1ccccc1NC(=O)CSc1nnc(-c2cccc(NC(C)=O)c2)n1C	-62	3	4	-3	-2	108	3	104	-13	-1.1
CC1(C)CC(=O)C=C(N2CCNCC2)C1	-16	1	/	5	0	67	2	88	-8	-0.3
CCOC(=O)c1cnc(C(C)(C)C)[nH]c1=O	-14	5	-6	6	/	96	1	96	-3	-0.4
CC(=O)N1CCc2cc(S(=O)(=O)CCC(=O)Nc3cccc(F)c3)ccc21	-8	2	10	-4	/	82	3	84	/	-1.8
CCCn1c(SCC(=O)c2ccc3c(c2)OCCO3)nnc1C(C)C	-23	4	-12	0	2	93	4	103	-12	-2.8
CCOC(=O)CC(NC(=O)c1ccco1)c1ccccc1Cl (centres undefined)	3	18	/	11	-3	98	-2	82	-9	-2.0
Cc1ccc(C2CC2C(=O)NNC(=S)Nc2ccc(Cl)cc2)cc1 (centres undefined)	-21	11	-9	-3	/	97	3	103	/	-1.5
O=C(O)COc1ccc(NC(=O)c2cccs2)cc1	-24	48*	12	6	/	98	0	95	/	-1.5
O=C(CCSc1nnnn1-c1ccccc1)N1CCOCC1	-29	25	-26	-9	0	100	1	96	-14	-1.0
Cc1cccc(C)c1NC(=O)CSc1ccc([N+](=O)[O-])cn1	-13	15	/	-3	-3	87	5	83	4	-2.0
CCOC(=O)C(CC)Sc1nc2c(c(=O)[nH]c(=O)n2C)n1CCc1ccccc1 (centres undefined)	-13	30	11	-2	1	93	1	94	-3	-2.6
CCNc1nc(ON=C(C)C)nc(N(C)C)n1	-35	16	0	-9	/	99	1	99	4	-2.9
CCCCn1c(N)c(N(CCOC)C(=O)CSc2nc3ccc(C)cc3[nH]2)c(=O)[nH]c1=O	-13	2	/	4	-2	97	1	97	-5	-1.1
CC(CC(=O)O)CC1=NS(=O)(=O)c2ccccc2N1 (centres undefined)	-2	4	22	14	-2	93	0	102	-11	0.2
O=C(ON=C1CCN(S(=O)(=O)c2ccccc2)CC1)c1ccccc1	-40	6	-21	-4	/	109	0	106	-20	-2.6
COc1ccc(C(=O)NCCc2nnc(SCC(=O)Nc3ccccc3)n2C)cc1	-9	6	-11	-3	1	99	2	96	0	-1.7
COc1cc2c(cc1NC(=O)COc1ccccc1OC)oc1ccccc12	-26	15	-16	7	0	91	4	94	-11	-1.2
CCOC(=O)CSc1nc(-c2ccccc2)nc2c1oc1ccccc12	-48	14	-14	19	4	76	1	75	-12	-2.8
COc1ccccc1NC(=O)CCCC(=O)OCC(F)(F)C(F)F	-33	9	9	-5	/	102	3	114	-8	0.3
COc1ccccc1C(=O)Nc1ccc(N2CCCCC2)cc1	-32	5	14	13	1	84	7	87	-7	-4.3
COc1cccc(/C=N/NC(=O)C(=O)N/N=C/c2cccc(OC)c2OC)c1OC	-20	14	/	1	-3	81	16	62	0	-2.7
CCC(C)NCCCCOc1ccc(Cl)cc1C (centres undefined)	-48	5	1	-12	3	69	3	69	2	-2.9
S=C(NCc1ccco1)Nc1cccc(Cl)c1	-36	6	-53	1	1	71	1	89	-9	-2.1
N#Cc1sc2nc(-c3cccs3)cc(-c3ccccc3)c2c1N	-38	20	10	9	/	83	-2	73	-7	0.4
Cc1cc(C(F)(F)F)n2nc(C(=O)O)c(Cl)c2n1	-20	5	/	9	1	86	0	96	-24	-1.9
Cc1cc(=O)[nH]c(SCC(=O)Nc2ccc(Br)cn2)n1	-40	8	-14	0	-1	97	3	84	-11	-1.2
Cc1cccn2c(=O)c3cc(C(=O)NC(C)C)c(=N)n(Cc4ccncc4)c3nc12	-29	4	/	9	0	75	2	80	-19	-3.2
CCOC(=O)CN1CC23C=CC(O2)C(C(=O)Nc2ccc(C(C)=O)cc2)C3C1=O (centres undefined)	-41	24	/	-1	0	92	1	111	-8	0.5
COc1ccc(NC(=O)C2CCN(C(=O)NC3CCCCC3)CC2)c(OC)c1	-65	10	-18	-6	0	100	3	100	-16	-1.6
COc1cc(NC(=O)CN(c2cc(C)cc(C)c2)S(=O)(=O)c2c(C)noc2C)cc(OC)c1	-24	6	/	2	0	78	-1	79	0	-3.4
Cc1ccccc1NS(=O)(=O)c1cc(C(=O)NCc2ccco2)ccc1C	-60	31	6	1	0	100	1	104	-16	-2.3
C/C(=N\S(=O)(=O)c1ccc(C)cc1)N1CCN(S(=O)(=O)c2ccccc2)C1C(C)C (centres undefined)	-59	5	3	-2	-3	90	3	93	-6	-1.4
O=C(COC(=O)c1ccccc1)Nc1cc(Cl)ccc1Oc1ccccc1	-24	29	/	-3	-5	91	4	84	-6	3.2
CCN(CCO)C(=S)Nc1cc(C(=O)OC)ccc1C(=O)OC	-31	15	-12	9	2	95	-2	100	4	-1.6
O=C(O)C12C[C@H]3C[C@@H](C1)CC(n1ncc(N4CCN(c5ccccc5)CC4)c(Cl)c1=O)(C3)C2	-42	15	3	-6	-6	96	2	99	-1	-1.3
O=C(NC(=S)Nc1ccccc1N1CCOCC1)c1ccc(-c2cc(Cl)ccc2Cl)o1	-21	9	-128	-1	-7	79	1	66	-2	15*
Cc1nnc(SCC(=O)Nc2ccc(-c3nc4ccccc4s3)cc2)s1	-24	14	/	14	/	81	-2	84	-3	-1.4
CSc1c(C#N)c(N)c(C#N)c2c1COC(C)(C)C2	-47	4	-21	-3	/	109	-1	106	-8	-0.8
CCCN1C2CCCC1CC(NC(=O)c1cc(OC)c(OC)c(OC)c1)C2 (centres undefined)	-14	0	/	4	0	85	-2	101	-12	-1.2
Cc1ccc(N(C(=O)Cn2nnc3ccccc32)C(C(=O)NC2CCCCC2)c2cn(C)nc2C)cc1 (centres undefined)	-27	9	12	7	2	99	3	102	4	-1.6
CCOC(=O)Oc1ccc2c(=O)c(Oc3cccc(C)c3)coc2c1	-15	32	20	-2	/	89	0	92	4	-2.7
Cc1ccc2[nH]c(C)c(CCNC(=O)C3CCCCC3C(=O)OCC(F)(F)F)c2c1 (centres undefined)	9	14	-14	1	-3	88	0	96	-2	-1.1

Entries from the list above that have an aryl thioether with sulfur outside any ring (12):
SMILES	Yeast growth inh	Measles CPE	E-sel TNF inh	GALR2 blocker	Phagocytosis inh	bCat KO growth	NPY Y2 blocker	HCT116 PTEN-null	Yeast lifespan up	MRP-1 activ
c1ccc(-c2nnc(SCc3nc4ccccc4[nH]3)o2)cc1	-25	5	-26	27*	-1	90	2	77	-27	-4.2
COC(=O)c1ccccc1NC(=O)CSc1nnc(-c2cccc(NC(C)=O)c2)n1C	-62	3	4	-3	-2	108	3	104	-13	-1.1
CCCn1c(SCC(=O)c2ccc3c(c2)OCCO3)nnc1C(C)C	-23	4	-12	0	2	93	4	103	-12	-2.8
O=C(CCSc1nnnn1-c1ccccc1)N1CCOCC1	-29	25	-26	-9	0	100	1	96	-14	-1.0
Cc1cccc(C)c1NC(=O)CSc1ccc([N+](=O)[O-])cn1	-13	15	/	-3	-3	87	5	83	4	-2.0
CCOC(=O)C(CC)Sc1nc2c(c(=O)[nH]c(=O)n2C)n1CCc1ccccc1 (centres undefined)	-13	30	11	-2	1	93	1	94	-3	-2.6
CCCCn1c(N)c(N(CCOC)C(=O)CSc2nc3ccc(C)cc3[nH]2)c(=O)[nH]c1=O	-13	2	/	4	-2	97	1	97	-5	-1.1
COc1ccc(C(=O)NCCc2nnc(SCC(=O)Nc3ccccc3)n2C)cc1	-9	6	-11	-3	1	99	2	96	0	-1.7
CCOC(=O)CSc1nc(-c2ccccc2)nc2c1oc1ccccc12	-48	14	-14	19	4	76	1	75	-12	-2.8
Cc1cc(=O)[nH]c(SCC(=O)Nc2ccc(Br)cn2)n1	-40	8	-14	0	-1	97	3	84	-11	-1.2
Cc1nnc(SCC(=O)Nc2ccc(-c3nc4ccccc4s3)cc2)s1	-24	14	/	14	/	81	-2	84	-3	-1.4
CSc1c(C#N)c(N)c(C#N)c2c1COC(C)(C)C2	-47	4	-21	-3	/	109	-1	106	-8	-0.8

Compounds as they come; 6.3% or so of the library scored in one or more.
